Source: PubChem (National Center for Advancing Translational Sciences (NCATS))
HTT ATP protect = qHTS Multiplex Assay to Identify Dual Action Probes in a Cell Model of Huntington: Cytoprotection (ATP) | 230,000 compounds, 0.14% hits | AID 1471, 2008 | PC12 HTT-Q103 induced, cytoprotection, ATP luminescence, 40 h | Potency, µM (top dose mostly 56.4 µM), for inactives: cytoprotection (ATP increase), usual class: activators;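 also: % of control where 0% means no effect; nearly all actives have a fitted effect of over 45% in size; toxic huntingtin expression switched on by the ecdysone agonist tebufenozide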
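PC12 cells with ecdysone-inducible HTT exon 1 Q103-GFP, induced with 100 nM tebufenozide and co-treated with library compounds in a dose series (1536-well, 1500 cells/well). Cytoprotection read as ATP content by ATPlite luminescence.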
GAA inh = qHTS Assay for Inhibitors of Human alpha-Glucosidase as a Potential Chaperone Treatment of Pompe Disease; Lysosomal alpha-glucosidase (Homo sapiens), P10253; purified human GAA, 4-MU-alpha-glucoside fluorescence; Potency, µM (doses to about 76.9 µM), without a hit: top-dose activity change, negative = inhibition, actives largely listed as inhibitors; 200,000 compounds, 0.005% hits; AID 1466, 2008;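 also: plate controls were uninhibited enzyme wells for no effect and no-enzyme background for full effect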
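qHTS format, compound range up to 77 uM. Human lysosomal enzyme at 4 nM, 400 uM 4-MU glucoside substrate, pH 5.0, 20 min room temperature; fluorescence after alkaline stop gives activity normalized to controls.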
GAA glycogen = qHTS Assay for Inhibitors and Activators of Human alpha-Glucosidase Cleavage of Glycogen. Lysosomal alpha-glucosidase (Homo sapiens), P10253. recombinant GAA, glycogen substrate, Amplex Red glucose oxidase fluorescence. Potency, µM (titrated, usually from 76.4 µM), for the others: top-dose activity change, negative = inhibition, most hits filed as inhibitors. 300,000 compounds, 0.38% hits. AID 2100, 2009;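 also: 0% = full enzyme reaction and -100% = no-enzyme basal signal; the screen sought inhibitors and activators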
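Recombinant enzyme (4 nM final) with compounds titrated up to 77 uM and bovine liver glycogen (30 ug) in citrate pH 5.0, 0.01% Tween-20, 37 C 40 min. Released glucose detected by Amplex Red/glucose oxidase (Ex 573/Em 610); AC50 from Hill fits.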
GAA spleen mod = qHTS Assay for Inhibitors and Activators of Human alpha-Glucosidase From Spleen Homogenate | Lysosomal alpha-glucosidase (Homo sapiens), P10253 | human spleen homogenate, 4-MU-alpha-glucoside fluorescence | Potency, µM (top dose mostly 79.9 µM), inactives show at the highest dose activity change, negative = inhibition, hits mostly inhibitors | 240,000 compounds, 0.006% hits;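 also: 0% = enzyme with vehicle and -100% = no enzyme basal signal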
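Human spleen homogenate (1 ug) incubated with compounds and 1 mM 4-methylumbelliferyl-alpha-D-glucopyranoside in pH 5.0 citrate/phosphate buffer, 37 C, 40 min. Stopped at pH 10; 4-MU fluorescence (Ex 365/Em 440 nm); AC50 by Hill fit.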
GLA spleen mod = qHTS Assay for Inhibitors and Activators of Human alpha-Galactosidase From Spleen Homogenate; Alpha-galactosidase A (Homo sapiens), P06280; Potency, µM (top dose mostly 80 µM), for inactives: top-dose activity change, negative = inhibition, most hits filed as inhibitors; human spleen homogenate, 4MU-alpha-Gal fluorescence, 40 min; 240,000 compounds, 0.008% hits;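 also: 0% = enzyme with vehicle and -100% = no enzyme basal signal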
Target sequence (P06280 32-429 limits assumed): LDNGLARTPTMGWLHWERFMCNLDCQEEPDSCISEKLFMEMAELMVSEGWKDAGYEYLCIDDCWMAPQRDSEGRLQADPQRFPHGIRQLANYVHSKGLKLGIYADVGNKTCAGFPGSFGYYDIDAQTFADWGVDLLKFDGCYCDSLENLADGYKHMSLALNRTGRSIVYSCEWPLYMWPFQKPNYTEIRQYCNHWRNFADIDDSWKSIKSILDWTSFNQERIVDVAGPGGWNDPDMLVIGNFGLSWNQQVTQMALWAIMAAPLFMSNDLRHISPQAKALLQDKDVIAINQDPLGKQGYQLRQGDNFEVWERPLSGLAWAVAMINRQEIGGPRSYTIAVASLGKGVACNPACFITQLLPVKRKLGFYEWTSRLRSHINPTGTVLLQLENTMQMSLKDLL
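Human spleen homogenate (1 ug) as enzyme source, 4-methylumbelliferyl-alpha-D-galactopyranoside 1 mM final, citrate/phosphate pH 5.0 with 0.01% Tween-20. Compounds 40 min at 37C, NaOH/glycine stop; fluorescence Ex 365/Em 440, Hill-fit AC50.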
Tau FP inhib = qHTS for Inhibitors of Tau Fibril Formation, Fluorescence Polarization | K18 P301L tau heparin fibrillization, Alexa594 FP, 6 h | Potency, µM (doses to about 57.7 µM), without a hit: at the highest dose activity, negative = inhibition, actives largely listed as inhibitors | 280,000 compounds, 0.39% hits | AID 1468, 2008; also: % is scaled to controls: 0 for no effect and ±100 for the full control effect; nearly all actives have a fitted effect of over 55% in size
Target sequence (P10636 561-689 P618L limits assumed): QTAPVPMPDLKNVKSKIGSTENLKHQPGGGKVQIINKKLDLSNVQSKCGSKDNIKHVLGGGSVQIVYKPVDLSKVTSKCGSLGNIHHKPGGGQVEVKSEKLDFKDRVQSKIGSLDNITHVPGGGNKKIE
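Quantitative HTS format: compounds meet 15 uM recombinant K18 P301L tau and Alexa 594-tau tracer in 100 mM sodium acetate pH 7; 20 uM heparin triggers fibrillization at 37 C over 6 hr; FP gives the signal.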
Tau fluor counter = Counterscreen qHTS for Inhibitors of Tau Fibril Formation, Fluorescence Polarization. tau K18 P301L Alexa594 fluorescence, heparin fibrillization. 280,000 compounds, 0.93% hits. Potency, µM (highest dose often 57.7 µM), for the others: top-dose activity change, negative = decrease; also: % is scaled to controls: 0 for no effect and ±100 for the full control effect; nearly all actives have a fitted effect of over 55% in size
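Human K18 P301L tau (15 uM unlabeled plus 0.24 uM Alexa 594-labeled, final) in 100 mM sodium acetate pH 7 was mixed with compound and 20 uM heparin and incubated 6 hr at 37 C.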
Tau ThT inhib = qHTS for Inhibitors of Tau Fibril Formation, Thioflavin T Binding; 270,000 compounds, 2.1% hits; Potency, µM (series often up to 57.4 µM), for the others: at the top dose activity, negative = inhibition, most hits filed as inhibitors; Microtubule-associated protein tau (Homo sapiens), P10636; recombinant tau K18 P301L (four-repeat tau fragment), heparin-induced fibrillization, ThT fluorescence; also: % is scaled to controls: 0 for no effect and ±100 for the full control effect; nearly all actives have a fitted effect of over 55% in size
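Heparin-induced (20 uM) aggregation of recombinant human K18 P301L tau, 15 uM unlabeled with 0.24 uM labeled, pH 7 acetate buffer, 6 hr at 37 C with compound. Fibrils quantified by 30 uM ThT fluorescence after 1 hr ambient incubation.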
An asterisk follows results filed as active; u = inconclusive; x = no result given; & = joins results of further samples; [ ] = remark or other dose. Calls follow the shape of the dose curve; as a rule, active = well fitted curve in the direction sought with a large enough effect; inconclusive = small, poorly fitted or top-dose-only effect, or another doubt; inactive = no such curve, though single readings can be large; an effect the other way counts as inactive or inconclusive. Potency is read from the fitted curve at half-maximal effect.

molecule	HTT ATP protect	GAA inh	GAA glycogen	GAA spleen mod	GLA spleen mod	Tau FP inhib	Tau fluor counter	Tau ThT inhib
CC(Sc1ccccn1)C(=O)Nc1ccccc1 (configuration not stated)	-4%	-9%	-4%	1%	2%	0%	3%	-5%
CC(=O)N(c1ccc(Br)cc1)C1C=CS(=O)(=O)C1 (configuration not stated)	2%	-2%	2%	2%	7%	5%	8%	12%
COc1ccc(N(C)S(=O)(=O)c2cccc(C(=O)NC3CCC(C)CC3)c2)cc1 (configuration not stated)	-20%	-3%	-2%	1%	6%	-7%	-23%	-16%
CCCN1C2CCCC1CC(NC(=O)c1ccc(F)cc1)C2 (configuration not stated)	-3%	-4%	-10%	-1%	6%	5%	8%	5%
CN(Cc1ccccc1)C(=O)c1[nH]cnc1C(=O)N[C@@H](Cc1ccccc1)C(=O)OCc1ccccc1	1%[10 µM]	x	-1%	3%	3%	u	u	-16%
O=C1c2cccc3c(N4CCOCC4)c([N+](=O)[O-])cc(c23)C(=O)N1c1cccc2ccccc12	-10%[10 µM]	-1%	-7%	-21%	13%	0%	-1%	3%
COc1cc(C2N(c3ccc(F)cc3)C(=O)C3CCCN32)cc(OC)c1OC (configuration not stated)	-13%	-11%	-2%	-21%	-21%	7%	2%	-3%
COc1cc(-c2nc(-c3ccccc3)c(-c3ccc(Br)cc3)[nH]2)cc(OC)c1O	x	x	-27%[76.3 µM]	x	x	4%	11µM*[quencher]	u
CN(C(=O)CSc1nc2ccc([N+](=O)[O-])cc2s1)C1CCS(=O)(=O)C1 (configuration not stated)	8%[10 µM]	x	-12%	0%	-1%	5%	-11%	u
COC(=O)CN1C(=O)C2(OCCCO2)c2cc(Br)ccc21	-6%	-4%	-1%	-3%	-2%	-13%	-14%	-8%
O=C(CSc1nncc2ccccc12)N1CCCCC1	-4%	-6%	4%	x	-2%	-9%	-4%	-8%
COc1ccc(C(=O)C2CCCN(Cc3cn[nH]c3-c3ccc(F)cc3)C2)cc1OC (configuration not stated)	u	u	-11%	-8%	1%	-4%	-9%	-9%
CN(C)c1nc(N)nc(CSc2nnnn2-c2ccc(C(=O)O)cc2)n1	1%	-5%	-4%	-2%	5%	4%	0%	-6%
CCCN1CCC(=O)N(CCSc2ccc(OC)cc2)CC1	-26%[10 µM]	x	2%	5%&-4%	6%&-4%	-3%	5%	2%
COc1cccc(N(CC(=O)NCCSc2ccccc2)S(C)(=O)=O)c1	-6%[0.074 µM]	5%	-1%	-4%	6%	1%	-7%	-4%
Nc1nn(-c2ccccc2)c(N)c1N=Nc1ccc2c(c1)OCO2	x	-11%	3%	-6%	-8%	3%	u	1.8µM*
COc1ccc2[nH]c(C)c(CCNc3ccc(C(F)(F)F)cc3[N+](=O)[O-])c2c1	-4%[10 µM]	-4%	-8%	-4%	-2%	u	11µM*[quencher]	u
O=c1c2c3c(sc2[nH]c(=S)n1Cc1ccco1)CCC3	11%[10 µM]	x	-2%	2%	-1%	-13%	-16%	u
O=C(Cn1cc(C(F)(F)F)ccc1=O)Nc1ccc(N2CCOCC2)cc1	-28%	-1%	8%	-2%	3%	5%	-6%	-10%
Cn1c(=O)c2c(nc(N3CCC(C(N)=O)CC3)n2CCSc2nc3ccccc3s2)n(C)c1=O	4%	-3%	3%	-5%	-5%	8%	-4%	-5%
CS(=O)(=O)C1=NSC2=NC(=O)/C(=C\c3ccc(-c4ccccc4)o3)C(=N)N21	23%[10 µM]	-5%	6%	-1%	-9%	12%	-4%	u
O=C(CCl)Nc1c[nH]c(=O)[nH]c1=O	9%	5%	3%	0%	5%	-5%	4%	-2%
COc1ccc(OC)c(C(c2nnnn2CCC(C)C)N2CCN(C(=O)c3ccco3)CC2)c1 (configuration not stated)	-18%	-3%	2%	-1%	-5%	10%	-3%	-10%
CC(C)COC(=O)CCn1[nH]c(=O)c2ccccc2c1=O	-4%[10 µM]	-3%	-2%	-4%	-5%	-4%	3%	2%
COc1cc(CNC(C)(C)CO)cc(Br)c1OCc1ccccc1	-4%[10 µM]	3%	19%	3%	-1%	3%	4%	-2%
COc1ccccc1NC(=O)C(CC=C(Cl)Cl)C(C)=O (configuration not stated)	5%	-6%	8%	4%	3%	1%	3%	0%
CS(=O)(=O)c1ncc(Cl)c(C(=O)Nc2c(C(=O)c3ccc(Cl)cc3)oc3ccccc23)n1	x	x	-4%[76.3 µM]	x	x	3%	-27%	u
COc1ccc(OC)c(C2N(c3cc(C)on3)C(=O)C3CCCN32)c1 (configuration not stated)	-7%	-8%	6%	-7%	1%	-1%	-1%	-8%
Cc1cc([N+](=O)[O-])ccc1-c1ccc(/C=N/NC(=O)Cc2ccccc2)o1	29%[10 µM]	5%	-4%	-7%	-13%	-5%	u	u
COC(=O)CC1(c2ccccc2)C(=O)c2ccccc2C1=O	-7%	-2%	4%	6%	8%	-4%	-12%	-8%

Records listed above that bear a hit mark in Tau ThT inhib.
SMILES | GAA glycogen | GAA spleen mod | GLA spleen mod | Tau FP inhib | Tau ThT inhib
Nc1nn(-c2ccccc2)c(N)c1N=Nc1ccc2c(c1)OCO2 | 3% | -6% | -8% | 3% | 1.8µM*

Next part
Sequence of screens – HTT ATP protect | GAA inh | GAA glycogen | GAA spleen mod | GLA spleen mod | Tau FP inhib | Tau fluor counter | Tau ThT inhib
- O=C(Nc1ccc(Cl)c(Cl)c1)OCc1cncs1
 : 6% | -8% | 1% | 4% | 12% | -6% | -20% | -13%
- O=C(CCN1C(=O)c2ccc([N+](=O)[O-])cc2C1=O)Nc1ccccc1C(=O)O
 : -3%[10 µM] | x | 3% | 7% | 4% | 2% | -3% | -10%
- COc1ccc(-c2nn(-c3ccccc3)cc2C(=O)Nc2ccccc2OC)cc1
 : x | x | 11%[76.3 µM] | x | x | 5% | u | -17%
- O=C(CNC(=O)c1ccc(S(=O)(=O)N2CCCC2)cc1)N/N=C/c1ccc(F)cc1
 : -4%[10 µM] | -12% | -23% | -9% | 5% | -4% | -5% | 6%
- CCOC(=O)/C=C1\SCC(=O)N1CC(=O)NC12CC3CC(CC(C3)C1)C2
 : -22% | -3% | -5% | -15% | 0% | 3% | -11% | -8%
- Cc1ccc(OC2C(O)COC2/C=C/C#Cc2ccc(C(C)(C)C)cc2)cc1 (configuration not stated)
 : -2%&-17%[10 µM] | x | x | 3%&4%[17.4 µM] | 14%&-9%[17.5 µM] | 0%&2%[11.6 µM] | -15%&-10%[11.6 µM] | -8%&-9%[11.5 µM]
- Cc1cc(C)c(S(N)(=O)=O)c(C)c1N(C)S(=O)(=O)c1ccccc1
 : -3% | 11% | -10% | 11% | 8% | -1% | -4% | 0%
- COc1cc(CN(C)CCc2ccccn2)cc(OC)c1OC
 : -8%[10 µM] | 0% | -9% | -2% | 11% | 6% | -2% | -1%
- Cc1c(NC(=O)CSCc2ccc(Br)cc2)c(=O)n(-c2ccccc2)n1C
 : -10% | 13% | -18% | -4% | -1% | 3% | -6% | -9%
- O=[N+]([O-])c1c(Nc2ccccc2)ccc2nonc12
 : 19%[10 µM] | -6% | 3% | -5% | -8% | 4% | -14% | -31%
- O=C(/C=C/c1cccc([N+](=O)[O-])c1)NC(=S)Nc1cccc(NC(=O)c2ccccc2Cl)c1
 : x | -2% | -3% | 7% | 10% | -2% | u | u
- O=C(Nc1ccc2c(c1)OCO2)c1cc(-c2ccc(Br)cc2)on1
 : x | x | -18%[76.3 µM] | x | x | -5% | -20% | u

By substructure, the compounds so far containing a furan ring, fused or not (5)
Sequence of screens – HTT ATP protect | GAA inh | GAA glycogen | GAA spleen mod | GLA spleen mod | Tau FP inhib | Tau fluor counter | Tau ThT inhib
- O=c1c2c3c(sc2[nH]c(=S)n1Cc1ccco1)CCC3
 : 11%[10 µM] | x | -2% | 2% | -1% | -13% | -16% | u
- CS(=O)(=O)C1=NSC2=NC(=O)/C(=C\c3ccc(-c4ccccc4)o3)C(=N)N21
 : 23%[10 µM] | -5% | 6% | -1% | -9% | 12% | -4% | u
- COc1ccc(OC)c(C(c2nnnn2CCC(C)C)N2CCN(C(=O)c3ccco3)CC2)c1 (configuration not stated)
 : -18% | -3% | 2% | -1% | -5% | 10% | -3% | -10%
- CS(=O)(=O)c1ncc(Cl)c(C(=O)Nc2c(C(=O)c3ccc(Cl)cc3)oc3ccccc23)n1
 : x | x | -4%[76.3 µM] | x | x | 3% | -27% | u
- Cc1cc([N+](=O)[O-])ccc1-c1ccc(/C=N/NC(=O)Cc2ccccc2)o1
 : 29%[10 µM] | 5% | -4% | -7% | -13% | -5% | u | u
